# Bioassay records from PubChem BioAssay.
# 14-3-3g Raf: 14-3-3 gamma protein interaction modulation | P61981 | FP, 14-3-3gamma / TMR-pS259-Raf peptide binding | inhibition, % at 40 µM | hit rate 0.19% among 160,000; in the data active = inhibition above about 30%;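 also: 0% = protein plus tracer without compound and 100% = blank with tracer alone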
# Target sequence (P61981 whole entry, looked up): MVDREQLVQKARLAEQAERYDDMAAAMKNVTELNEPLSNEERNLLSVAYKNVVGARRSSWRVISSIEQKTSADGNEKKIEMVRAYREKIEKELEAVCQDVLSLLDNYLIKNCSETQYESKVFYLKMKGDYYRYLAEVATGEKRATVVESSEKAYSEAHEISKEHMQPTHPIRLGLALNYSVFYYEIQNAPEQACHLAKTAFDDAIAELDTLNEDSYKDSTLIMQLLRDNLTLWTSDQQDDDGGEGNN
# * marks the source's active call; other numbers are inactive results; & = joins results of further samples. This is a subset; the hit share may differ from the screen's.
SMILES,14-3-3g Raf
COc1cccc(C(=O)Nc2ccc3oc(-c4ccc5ccccc5c4)nc3c2)c1,-23
CCCCNc1ncnc2c1c(-c1ccccc1)cn2-c1ccc(OCC)cc1,-12
Cc1ccc(C)c(N2CCN(C(=O)CC3Sc4ccccc4NC3=O)CC2)c1 (stereo not drawn),1
CCOc1ccc(NC(=O)c2cc(S(=O)(=O)NCc3ccc(C)cc3)ccc2F)cc1,-8
COc1ccc(N(CC(=O)NCc2ccc3c(c2)OCO3)S(=O)(=O)c2c(C)nn(C)c2C)cc1,-5
C=CCc1cccc2cc(C(=O)Nc3ccccc3CC)c(=O)oc12,-11
CCOC(=O)C1=C(C)Nc2ccccc2N=C1NC(=O)c1cccc(S(=O)(=O)N(C)C)c1,-11
O=C(NCCSc1ccccc1)c1ccco1,0
CCCS(=O)(=O)c1c(S(=O)(=O)CCC)c2c3ccccc3ccn2c1C(=O)c1ccc(C)cc1,-6
Oc1ccccc1-c1nc(NCc2ccco2)c2ccccc2n1,-1

# 2 of these compounds, reformatted:
structure	14-3-3g Raf
O=C(NCCSc1ccccc1)c1ccco1	0
CCCS(=O)(=O)c1c(S(=O)(=O)CCC)c2c3ccccc3ccn2c1C(=O)c1ccc(C)cc1	-6

# The list goes on:
SMILES,14-3-3g Raf
CCN(CC(=O)Nc1ccccc1C(=O)OC)S(=O)(=O)c1ccc(OC)cc1,-2
O=C(NCCc1ccccc1)c1cc2nc(-c3ccco3)cc(C(F)(F)Cl)n2n1,-37
COc1cc(OC)cc(C(=O)Nc2ccc(-n3cnnn3)c(C)c2)c1,7
CCCCC(=O)Nc1ccc(N2CCN(S(C)(=O)=O)CC2)cc1,-3
CCC1Oc2ccc(Cl)cc2N(C(C)C(=O)NCCCOC)C1=O (stereo not drawn),0
COc1ccc(CNC(=O)c2cc3c(=O)[nH]c4ccccc4c3s2)cc1,2
O=C(Nc1nc2ccc3ccccc3c2s1)c1ccc(S(=O)(=O)N2CCCc3ccccc32)cc1,-5
Cc1nc2c(o1)CCc1ccccc1C2N1CCN(C)CC1 (stereo not drawn),-6
O=C(CN1C(=O)NC(Cc2ccccc2)C1=O)Nc1ccccc1 (stereo not drawn),-2
O=C1CCCC2=C1C(c1ccc([N+](=O)[O-])o1)Nc1ccc(C(=O)c3ccccc3)cc1N2 (stereo not drawn),-17
O=C(c1ccccc1F)N1CCC(N2CCN(c3ccccc3)CC2)CC1,-2
Cc1ccc(C2C(CN3CCOCC3)=C(c3ccccc3)Oc3ccccc32)cc1 (stereo not drawn),5
CCOc1ccc(NC(C)=O)cc1N=Cc1ccc(C#Cc2ccccc2)cc1,3
O=C1OC(NC(=O)c2ccccc2)C(Nc2ccccc2O)=C1Cl (stereo not drawn),-10
CCCCC1(c2ccccc2)SC(NC(C)=O)=NN1C(C)=O (stereo not drawn),8
CCCN(CCC)CCNC(=O)c1cn(C)c(=O)c2c1c1ccccc1n2C,-6
CCOC(=O)c1[nH]c2cc3c(cc2c1NC(=O)CN1CCC2(CC1)OCCO2)OCO3,2
Cn1c(C(=O)NCCCN2CCN(c3ccccc3F)CC2)cc2c(=O)[nH]c3ccccc3c21,-1
CCN(CC)S(=O)(=O)c1cccc(-c2nnc(SCC(=O)NC)n2CCc2ccccc2)c1,4
CCOC(=O)c1cnc2cc(C(F)(F)F)ccc2c1Nc1cc(OC)ccc1OC,1

# Part of the list above, field by field:
CCCN(CCC)CCNC(=O)c1cn(C)c(=O)c2c1c1ccccc1n2C
- 14-3-3g Raf = -6
O=C(c1ccccc1F)N1CCC(N2CCN(c3ccccc3)CC2)CC1
- 14-3-3g Raf = -2
O=C1OC(NC(=O)c2ccccc2)C(Nc2ccccc2O)=C1Cl (stereo not drawn)
- 14-3-3g Raf = -10
CCOC(=O)c1cnc2cc(C(F)(F)F)ccc2c1Nc1cc(OC)ccc1OC
- 14-3-3g Raf = 1

# Other records follow.
SMILES,14-3-3g Raf
Cc1ccc(C)c(OCCn2cc(C(=S)N3CCOCC3)c3ccccc32)c1,-14
CCOc1ccc(C(=O)N(CN2CCCC2=O)c2ccc(C)cc2)cc1,1
O=C(NCc1ccco1)c1ccc2c(=O)n(CC3CCCO3)c(SCc3ccccc3F)nc2c1 (stereo not drawn),-6
CCOC(=O)c1sc2nc3n(c(=O)c2c1C)N=C(c1ccccc1)CS3,-6
O=C(CN1C2=NCCCN2c2ccccc21)c1ccc(Br)s1,-4&-3
Cn1c(=O)[nH]c(=O)c2c1nc(CN1CCN(c3ccccc3F)CC1)n2CCc1ccccc1,1
CSc1ccc(CNC(=O)C2Cc3ccccc3CN2S(C)(=O)=O)cc1 (stereo not drawn),-2
CCCCN(CCCC)S(=O)(=O)c1ccc2c(c1)oc(=O)n2C,-2
CCN(C(=O)CCN1C(=O)c2ccccc2C1=O)C1CCCCC1,-7
CCn1cc(CN(C(=O)Nc2cccc(OC)c2)C2CCCCCC2)c2ccccc21,3
CCCn1c(=O)c2ccccc2n2c(SCC(=O)c3cc(C)n(CCOC)c3C)nnc12,-4
O=C(O)c1ccccc1N=CC(Br)=Cc1ccccc1,-12
Cn1cccc1Cc1nnc(SCC(=O)Nc2ccccc2F)n1CCc1ccccc1,1
CCOc1ccccc1N/C(N)=N/c1nc(C)cc(C)n1,-10
O=c1oc2ccccc2cc1-c1nnc(Nc2cccc(C(F)(F)F)c2)s1,-3
COc1cc(OC)c(NC(=O)c2sc3ncnc(N4CCCCC4C)c3c2C)cc1Cl (stereo not drawn),1
CCOC(=O)Nc1cc(OC)c(OC)cc1Cc1nccc2cc(OC)c(OC)cc12,-9
c1ccc(C2CN(Cc3ccco3)C(c3ccccc3)O2)cc1 (stereo not drawn),-8
CNC(=O)CSc1nnc(-c2cc3c(C)nn(-c4ccccc4)c3s2)n1C,-9
CC(C)C(=O)Nc1c2c(nc3c1CCC3)CCC2,3
CCC(O)(CCN1CCCCC1)c1ccccc1 (stereo not drawn),7&-1
COC(=O)c1ccc(C(c2c(N)n(Cc3ccccc3)c(=O)n(C)c2=O)N2CCOCC2)cc1 (stereo not drawn),2
CC(C)(C)c1ccc(-c2cn(-c3ccccc3)c3[n+]2CCCS3)cc1,1
CCOC(=O)C1=C(C)Nc2nc(SCc3ccccc3)[nH]c(=O)c2C1c1ccc(Cl)cc1 (stereo not drawn),1
CC1=C(C(=O)Nc2ccc(Br)cn2)C(c2ccccc2)C2=C(CC(C)(C)CC2=O)N1 (stereo not drawn),-6
CCCc1n(CC)c2ccccc2[n+]1CC(O)COC1CCCCC1 (stereo not drawn),-8
Nc1nonc1C(=O)OCC(=O)Nc1ccccc1,-6
CC(C)(C)NC(=O)COC(=O)Cc1ccc(Cl)cc1,-13
CNC(=O)c1ccsc1NC(=O)c1ccccc1,-11
CCOC(=O)N1CCC(NC(=O)c2cc(S(=O)(=O)N3CCCC3)cn2C)CC1,0
COc1ccc(C)cc1-n1nnnc1SCC(=O)N1CCC(C(=O)Nc2nccs2)CC1,-3
CCCn1c(=N)c(C(=O)OC)cc2c(=O)n3ccccc3nc21,-12
Cc1nc2cc(N=Cc3ccc(Br)cc3)ccc2n1C,-6
COc1ccccc1C1C2=C(CC(C)(C)CC2=O)Nc2ccccc2N1C(=O)Cc1ccccc1 (stereo not drawn),7
O=C(CN1CCCCC1)NCCNC(=O)CN1CCCCC1,-6
O=C(c1ccccc1)N1CCN(C(=O)c2cnn3c2NC(c2ccc(Br)cc2)CC3C(F)(F)F)CC1 (stereo not drawn),-2
CCCC1O[C@@H]2C[C@H]3[C@@H]4CCC5=CC(=O)C=C[C@]5(C)[C@H]4[C@@H](O)C[C@]3(C)[C@]2(C(=O)CO)O1 (stereo partly drawn),-3&-4
CC(C)CN(Cc1c(O)ccc2c1oc(=O)c1ccccc12)CC(C)C,-2
S=C1NCN(Cc2ccco2)CN1CCc1ccccc1,1
COc1ccc(CN2C(=O)c3ccccc3C2C(=O)NCc2cccnc2)c(OC)c1 (stereo not drawn),0&2
CC(C)C(=O)Nc1c2c(nn1-c1ccc(Cl)cc1)CSC2,1
CCN(CC)c1ccc(C(=O)n2cnc3ccccc32)cc1,-7
NS(=O)(=O)c1ccc(NC(=O)CSC2=NCCS2)cc1,-2
COc1ccc(C(OC(=O)c2ccco2)C(=O)NCc2ccco2)cc1 (stereo not drawn),-9
CCOc1cc2[nH]c(=O)n(Cc3ccc(C(=O)N4CCN(c5cccc(Cl)c5)CC4)cc3)c(=O)c2cc1OCC,-7
C=CCn1c(SCc2ccc(C(=O)OC)cc2)nc2sc3c(c2c1=O)CCC3,1
CCOc1ccc(C=Nc2ccccc2)c(O)c1,-5
O=C(CN1CCN(S(=O)(=O)c2ccc(Br)cc2)CC1)Nc1ccc2cn[nH]c2c1,-4
O=C(CCCC1=NS(=O)(=O)c2ccccc2N1)NCc1ccccc1Cl,-4
CCCOC(=O)c1cccc(NC(=O)C(C)(C)C)c1,0

# (listing goes on)
SMILES,14-3-3g Raf
COc1ccc2oc(=O)c(-c3nc4ccccc4s3)cc2c1,-15
Cc1cc(C)c(NC(=O)c2cc3cc(Br)ccc3oc2=O)c(C)c1,3
CCOc1ccccc1C(=O)Nc1ccc2nc(N3CCCCC3)cc(C)c2c1,-17
CN1CCN(c2ccc(Cl)cc2NC(=O)c2nn(-c3ccccc3)c(=O)c3ccccc23)CC1,0
Cn1c(CCNC(=O)c2ccc(Cl)cc2)nc2ccccc21,3
Cc1ccc(C)c(Cc2c(C)nc3c(C(=O)NCCC(C)C)cnn3c2C)c1,-23
O=C(c1coc2nc3ccccc3nc12)N1CCN(c2ccccc2)CC1,-97
COc1cccc(NC(=O)c2nn(-c3cccc(OC)c3)c(=O)c3ccccc23)c1,6
COc1ccc(-c2nc(C#N)c(NCc3ccccc3Cl)o2)cc1,-4
COCCN1C(=O)c2ccccc2C(C(=O)N2CCN(c3ccccc3)CC2)C1c1ccc(F)cc1 (stereo not drawn),-7
O=C(Nc1c2c(nn1-c1ccc(Cl)cc1)CS(=O)(=O)C2)C1(c2ccc(Cl)cc2)CCCC1,-5
CC1(C)CC(N2C(=O)c3ccccc3C2=O)CC(C)(C)N1,-4
CCOc1ccc(N(CC(=O)Nc2ccc(F)c(F)c2)S(=O)(=O)c2c(C)noc2C)cc1,2
COc1cc([N+](=O)[O-])ccc1NC(=O)CC1Sc2ccccc2NC1=O (stereo not drawn),-4
Clc1ccccc1Nc1ncnc2ccc(Br)cc12,-8
COc1ccc(CCNC(=O)CSc2nnnn2Cc2ccc3c(c2)OCO3)cc1OC,0
O=C(c1cccn2c(=O)c3cc4ccccc4cc3nc12)N1CCN(c2ccccn2)CC1,-20
Cc1ccc(C(=O)NCc2ccccc2C2CC2)cc1,-5
CN(C)c1ccc(C2C(C(=O)OC(C)(C)C)C(=O)CC(C)(O)C2C(=O)OC(C)(C)C)cc1 (stereo not drawn),-3
Nc1cc(Sc2ccccc2)cc([N+](=O)[O-])c1,-8
Cc1ccc(CCNc2ccccc2C)cn1,-1
CCCCOc1ccc2c(=O)c(Oc3ccc(OC)cc3)coc2c1,-42
CCOC(=O)CSc1nc(N)cc(=O)[nH]1,-1&-4
C[C@H]1O[C@@H](n2cc(F)c(=O)[nH]c2=O)[C@H](O)[C@@H]1O,-2
CCOc1cc(NC(=O)c2ccccn2)c(OCC)cc1NC(=O)CC(C)C,-23
Cc1ccc(C(=O)Nc2sc3c(c2C(=O)Nc2ccccc2)CCCC3)cc1,-15
O=C(CCc1ccccc1)OCCN1CCOCC1,-4&13
CCCCCCN=CC1=C(O)CC(C)(C)CC1=O,8
CCc1nnc(NC(=O)CSc2nnc(-c3ccccc3NC(=O)c3ccccc3)o2)s1,-6
O=C(CCn1c(=O)c2ccccc2n(Cc2cccc([N+](=O)[O-])c2)c1=O)NCc1ccco1,-7
Cc1occc1-c1nc(-c2ccccn2)no1,-7
CCOC(=O)c1ccc(COC(=O)c2nonc2N)cc1,5
N#Cc1nc(Cc2ccccc2)oc1N1CCN(c2ccccc2)CC1,0
O=C(CC1C(=O)N(Cc2ccccc2)C(=S)N1CCc1ccc(Cl)cc1)Nc1ccccc1 (stereo not drawn),6
CCOC1(NC(=O)c2ccccc2)C(C)=CC(=O)C=C1C,3
CCCCOc1cccc(C(=O)O)c1,-9
CC(C(=O)c1ccccc1)n1cnc2ccccc2c1=O (stereo not drawn),-2
COc1ccc(C2=NN(S(C)(=O)=O)C(c3cccc(OC)c3OC)C2)cc1OC (stereo not drawn),-288
CCN(CC)C1CC(=O)N(c2cccc(C)c2)C1=O (stereo not drawn),0
CCNS(=O)(=O)c1cc(S(C)(=O)=O)ccc1Cl,2

# 3 entries from above, sorted by the value under 14-3-3g Raf, high to low:
compound,14-3-3g Raf
O=C(CC1C(=O)N(Cc2ccccc2)C(=S)N1CCc1ccc(Cl)cc1)Nc1ccccc1 (stereo not drawn),6
CCNS(=O)(=O)c1cc(S(C)(=O)=O)ccc1Cl,2
N#Cc1nc(Cc2ccccc2)oc1N1CCN(c2ccccc2)CC1,0

# Additional compounds:
SMILES,14-3-3g Raf
COc1cccc(NC(=O)CSc2nnc(-c3cc(-c4ccccn4)nc4ccccc34)o2)c1,-27
CCC(=O)Nc1nc(CC(=O)Nc2ccccc2)cs1,-1
Cc1cc(C)c2c(N)c(S(=O)(=O)Cc3ccc(Cl)cc3)sc2n1,-5
C=CCN=C1CCCc2c1[nH]c1ccc(C)cc21,-27
CS(=O)(=O)Nc1ccc(C(=O)NC2CCCC2)cc1,-3
CCCOc1ccc(-c2cnc(SCC(N)=O)nc2N)cc1,2
Cc1cc(Br)ccc1NC(=O)C1(S(=O)(=O)c2ccc(Cl)cc2)CC1,-6
CNc1ccc2nc3ccccc3[n+](CCO)c2c1,67*
O=C(NCC1CCCO1)c1ccc2c(c1)OCO2 (stereo not drawn),5
O=C(NCc1cccc2ccccc12)C(c1ccccc1)c1ccccc1,-3
CCC1CCCCN1C(=O)Cn1c(C(=O)OC)cc2ccsc21 (stereo not drawn),2
